Compound activity deposited in PubChem by Sanford-Burnham Center for Chemical Genomics.
SENP8 block = SENP8 protease inhibition; 1.2% of 330,000 active; inhibition, % at 10 µM; purified SENP8, Z-RLRGG-aminoluciferin cleavage, luminescence
CCR6 antag = antagonists of human CCR6 receptor; P51684; CHO-K1 CCR6 PathHunter beta-arrestin, luminescence, CCL20-stimulated; inhibition, % at 20 µM; 0.49% of 340,000 active;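 active = compounds whose inhibition of the agonist-driven luminescence signal at 20 µM reaches about 50%, limit read from the data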;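 also: cells stimulated with CCL20 at 14 nM final; plate controls were DMSO with CCL20 for no effect and DMSO without agonist for full effect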
Target sequence (P51684 whole entry, looked up): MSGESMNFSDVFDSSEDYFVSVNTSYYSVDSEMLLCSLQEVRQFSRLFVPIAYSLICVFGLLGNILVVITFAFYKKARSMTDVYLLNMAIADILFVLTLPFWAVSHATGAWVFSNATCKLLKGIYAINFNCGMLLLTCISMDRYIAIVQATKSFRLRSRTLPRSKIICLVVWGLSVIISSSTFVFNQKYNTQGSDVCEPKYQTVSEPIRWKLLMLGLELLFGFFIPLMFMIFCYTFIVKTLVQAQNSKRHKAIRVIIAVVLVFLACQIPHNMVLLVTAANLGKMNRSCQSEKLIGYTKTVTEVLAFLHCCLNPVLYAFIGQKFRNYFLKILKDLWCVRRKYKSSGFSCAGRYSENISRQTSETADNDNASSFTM
EBI2 block = antagonists of human EBI2 receptor; P32249; EBI2 beta-arrestin recruitment, luminescence, 7a,25-OHC stimulated; inhibition, % at 5 µM; 0.81% of 360,000 active; AID 651636; in the data active = inhibition above about 38%;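 also: enzyme fragment complementation signal reports receptor beta-arrestin coupling in cells; 0% = agonist plus DMSO wells and 100% = wells without agonist; some results beyond the cut were filed as inactive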
Target sequence (P32249 whole entry, looked up, the tested form may be a part): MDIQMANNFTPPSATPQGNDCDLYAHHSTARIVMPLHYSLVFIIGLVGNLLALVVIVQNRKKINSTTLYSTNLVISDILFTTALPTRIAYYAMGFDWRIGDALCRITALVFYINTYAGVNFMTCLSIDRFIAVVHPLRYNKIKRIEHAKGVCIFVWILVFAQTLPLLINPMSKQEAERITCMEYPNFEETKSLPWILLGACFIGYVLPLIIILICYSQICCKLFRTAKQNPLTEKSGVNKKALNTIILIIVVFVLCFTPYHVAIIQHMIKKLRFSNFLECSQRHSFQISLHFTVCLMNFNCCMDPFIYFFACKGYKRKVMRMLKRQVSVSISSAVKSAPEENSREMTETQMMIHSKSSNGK
Gli-Sufu antag = blocks Gli-Sufu signaling in a luciferase reporter. Sufu-KO-LIGHT fibroblasts, Gli luciferase reporter luminescence. inhibition, % at 5 µM. 0.74% of 340,000 active;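 active = inhibition above about 55%, limit read from the data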;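 also: 0% = DMSO-treated cells and 100% = wells with medium but no cells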
Apaf1 inhib = human Apaf-1 inhibition; reconstituted apoptosome caspase-3 activity, DEVD-Rh110 fluorescence; inhibition, % at 20 µM; AID 489030; 0.71% of 330,000 active; O14727; active = inhibition of at least 40% at 20 µM;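 also: plate controls were DMSO wells for no effect and DEVD-CHO caspase inhibitor wells for full effect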
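Material: reconstituted apoptosome with Apaf-1, cytochrome c, caspase-9, procaspase-3, dATP. Technique: Rh110 fluorescence intensity. Buffer or medium: pH 7.5 Hepes buffer with CHAPS, BSA, DTT. Times: 30 min plus 50 min, RT.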
Jurkat NFkB inh = inhibitors of the PMA/ionomycin-induced NF-kB reporter in Jurkat cells. PMA/ionomycin-induced NF-kB luciferase reporter, luminescence. inhibition, % at 4 µM. 0.53% of 330,000 active
UBC13 inh = blocks human UBC13 polyubiquitin chain formation; TR-FRET; 0.47% of 330,000 active; inhibition, % at 20 µM; AID 485273; P61088; in the data active = inhibition above about 45%, passing the limit was not always enough
Target sequence (P61088 whole entry, looked up): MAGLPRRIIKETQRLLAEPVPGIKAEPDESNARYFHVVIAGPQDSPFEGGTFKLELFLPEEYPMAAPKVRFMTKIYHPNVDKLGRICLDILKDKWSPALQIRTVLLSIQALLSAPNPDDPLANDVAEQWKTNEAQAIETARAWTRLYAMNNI
697 NFkB inh = inhibitors of the PMA/ionomycin-induced NF-kB reporter in 697 B cells; 0.33% of 330,000 active; 697 B-cell NF-kB luciferase reporter, 16 h; inhibition, % at 4 µM; in the data active = inhibition above about 35%
Starred values were filed as active, the others as inactive; / = no result given. Rule as the data show it, unless noted: active = inhibition above about 50%; inactive = the rest. The list is partial (hit frequency here may not be typical).

compound,SENP8 block,CCR6 antag,EBI2 block,Gli-Sufu antag,Apaf1 inhib,Jurkat NFkB inh,UBC13 inh,697 NFkB inh
CN(C(=O)COC(=O)/C=C/c1cccc([N+](=O)[O-])c1)C1CCS(=O)(=O)C1 (stereo not given),9,-13,-1,-9,-5,6,-12,-48
CCCNC(=O)c1ccc(S(N)(=O)=O)cc1,-3,-5,-8,0,-1,2,3,-7
O=C1NCCN(Cc2cccc(Oc3ccccc3)c2)C1CC(=O)N1CCCO1 (stereo not given),-6,15,-9,-2,-2,2,1,-1
CCCCc1ccc(NC(=S)N2CCN(C(=O)OCC)CC2)cc1,8,13,-4,-19,-4,-16,10,12
Cc1ccc(N(CCC(=O)Nc2nnc(C3CC3)s2)S(=O)(=O)c2ccccc2)cc1,-13,/,/,/,25,9,-4,-7
Cc1cccc(N2CCN(S(=O)(=O)c3ccc4c(c3)CCN4C(=O)CCC(=O)O)CC2C)c1 (stereo not given),-15,-8,-1,6,3,6,-18,-6
CC1(C)NC(=O)N(CCCOc2ccccc2Br)C1=O,-12,7,-3,-30,-4,-2,1,-20
Cc1ccc(S(=O)(=O)Nc2cc3c(C(=O)Nc4ccccc4)c(C)oc3c3ccccc23)cc1,-13,0,15,2,10,2,-16,3
Cc1ccc(CNC(=O)C2CCN(S(=O)(=O)c3ccc4c(c3)OCCCO4)CC2)cc1,-8,9,79*,6,8,17,-4,8
Cc1ccnc(NC(=O)CNC(=O)c2ccccc2Br)c1,-2,2,7,-5,2,-6,-2,-13
CCC(=O)N1CCc2cc(S(=O)(=O)CCC(=O)Nc3ccc(F)c(F)c3)ccc21,3,18,-8,7,-12,-3,6,10
CSc1nnc(CNS(=O)(=O)c2ccc(F)cc2)n1C,-3,1,1,20,2,6,4,13
Cc1ccc2nc(C(=O)O)c(C(=O)O)nc2c1,0,-12,7,2,2,-4,-8,10
Clc1ccc(Cn2ncc3c(NCCN4CCOCC4)ncnc32)cc1,-9,-4,-6,5,0,11,4,1
COc1cc(OC)cc(C(=O)Nc2c(F)cccc2F)c1,-3,10,4,1,-4,-6,3,-1
COc1ccc2[nH]c(=O)c(CN(C(=O)C(C)C)c3ccccc3OC)cc2c1,10,13,-9,17,-3,1,2,9
CN1C(=O)/C(=C\c2ccncc2)SC1=Nc1ccccc1,-7,11,11,-3,7,0,-9,-25
NS(=O)(=O)c1ccc(CCNC(=O)C2CCC(CNS(=O)(=O)c3ccc(Br)s3)CC2)cc1 (stereo not given),-1,5,1,1,-2,4,2,0
O=C(Cc1ccc(Cl)cc1)NNC(=O)C1CC=CCC1C(=O)O (stereo not given),4,/,5,/,-24,8,10,11
O=C(Nc1ncc([N+](=O)[O-])s1)c1ccco1,91*,21,-3,-40,9,-54,-14,-182
Cc1ccc2c(c1)CCCN2C(=O)CCc1nc2ccccc2c(=O)[nH]1,-8,-10,3,90*,8,48,-5,-62
COc1ccccc1NC(=O)C1CCN(S(=O)(=O)c2cccs2)CC1,-2,6,-6,-4,3,7,1,7
Cc1cccc(NC(=O)CN2CCN(C(=O)C3CCC3)CC2)c1C,32,-3,-11,-2,-3,-10,4,14
O=C(N/C(=C\c1ccccc1)C(=O)N1CCOCC1)c1ccco1,1,1,4,-12,-1,8,5,9
COc1cccc(N(C(=O)c2cnccn2)C(C(=O)NC2CCCCC2)c2ccc(Cl)cc2)c1 (stereo not given),1,12,-3,13,17,-4,2,8
O=C(CCCN1C(=O)CCC1=O)Nc1ccc(Cl)c(C(F)(F)F)c1,-1,-11,0,-2,1,-17,1,3
O=c1cc(N2CCN(c3ccccc3)CC2)[nH]c(=O)n1-c1ccccc1,-4,6,-1,-7,5,-2,-1,-1
O=S(=O)(Nc1ccccn1)c1ccc(Cl)cc1,-11,-5,-3,2,-6,-6,-8,-3
Cc1ccc(S(=O)(=O)NC(Cc2c[nH]c3ccccc23)C(=O)O)cc1 (stereo not given),-3,5,-1,4,11,-1,0,-11
COc1cccc(NS(=O)(=O)NC(=O)c2c(C)[nH]c3ccccc23)c1,-3,-9,3,-6,-5,16,-2,4

Two entries drawn at random from the list so far, as already listed:
compound,SENP8 block,CCR6 antag,EBI2 block,Gli-Sufu antag,Apaf1 inhib,Jurkat NFkB inh,UBC13 inh,697 NFkB inh
CN1C(=O)/C(=C\c2ccncc2)SC1=Nc1ccccc1,-7,11,11,-3,7,0,-9,-25
O=C(CCCN1C(=O)CCC1=O)Nc1ccc(Cl)c(C(F)(F)F)c1,-1,-11,0,-2,1,-17,1,3

The listing continues:
compound,SENP8 block,CCR6 antag,EBI2 block,Gli-Sufu antag,Apaf1 inhib,Jurkat NFkB inh,UBC13 inh,697 NFkB inh
CC(=O)c1ccc(NC(=O)CSc2ccc(-c3ccco3)nn2)cc1,0,-1,-16,-11,-5,4,2,0
O=C(CSc1nnc(-c2ccc(C(F)(F)F)cn2)s1)c1ccccc1,-6,-5,-6,-4,-10,-13,-1,10
Fc1cccc(Nc2nc(-c3ccncc3)nc3ccccc23)c1,-7,-5,14,20,3,-25,14,13
Cc1ccc(NC(=O)CSCC(=O)Nc2ccc(S(=O)(=O)N3CCOCC3)cc2)cc1,1,2,-2,3,6,-4,6,8
CC(C)(C)NC(=O)Cn1c(SCC(=O)NC2CCCC2)nc2ccccc21,2,-4,-1,-18,2,3,2,1
CCOc1ccc(NC(=O)CSc2nc(N3CCOCC3)nc(N3CCOCC3)n2)cc1,-1,-10,5,-7,2,4,6,1
O=C(CN1C(=O)S/C(=C\C=C\c2ccccc2)C1=O)Nc1ccc(O)cc1,-16,29,6,-29,-6,-3,-4,-56
CC(=O)Nc1cccc(NC(=O)CSc2ncc(-c3ccc(Cl)cc3)n2Cc2ccco2)c1,-1,-5,-2,7,2,-5,12,-8
CCC1CCCCN1S(=O)(=O)c1ccccc1[N+](=O)[O-] (stereo not given),5,3,6,6,-1,-11,0,-19
COc1ccc(C)cc1N(CC(=O)N1CCc2ccccc2C1)S(C)(=O)=O,-4,1,4,0,-1,-12,-2,-4
CCC(Sc1nc(=O)cc(N)n1-c1ccccc1)C(=O)Nc1cc(C)on1 (stereo not given),-4,-3,-1,1,-10,1,-6,9
Cc1ccnc(N=Cc2nc(-c3ccccc3Br)oc2O)c1,-10,14,-4,-36,-3,-47,-1,-35
COc1ccc(C(C(=O)NC2CCCC2)N(C(=O)CNC(=O)c2ccco2)c2cccnc2)cc1 (stereo not given),2,4,0,-5,0,16,9,1
CCCCCCN1C=CC(=C2C(=O)c3ccccc3C2=O)C=C1,85*,12,-5,1,-1,-138,-10,-125
CC(NC(=O)CNC(=O)C1CCCCC1)c1cccc(Cl)c1 (stereo not given),0,3,-11,-3,6,7,0,5
Cc1cc(C)c(NC(=O)CSc2ccc3nnc(CCNC(=O)c4ccccc4)n3n2)c(C)c1,-5,-6,-3,-1,-9,3,2,-29
CCOc1ccccc1CNC(=O)CCCn1ccc2cc(S(=O)(=O)N3CCCC3)ccc21,-4,28,-3,16,5,4,-1,-15
CCOC(=O)N1CCN(c2c(NCCCN(CC)Cc3ccccc3)c(=O)c2=O)CC1,-8,13,-4,-15,3,-6,-2,5
Cc1nn(C)cc1CNCc1ccc(OCC(O)CN(C)Cc2ccccc2)cc1 (stereo not given),0,10,-14,8,-3,-2,4,-10
O=C1N/C(=N\S(=O)(=O)Cc2ccccc2)S/C1=C/c1cc([N+](=O)[O-])ccc1O,2,31,10,3,-10,0,-13,20
C=CCCC(=O)N1CCC(CCC(=O)NC2CC2)CC1,-7,9,-5,-2,2,5,-2,-29
O=C(OCCn1cncn1)c1cc2ccccc2oc1=O,5,1,1,-2,-11,-11,0,10
CCOc1ccccc1N(C)C(=O)c1cn(C)c(=O)c2ccccc12,-7,6,-8,1,9,-21,-10,-6
Cc1csc(NC(=O)CCN2C(=O)c3ccccc3S2(=O)=O)n1,3,25,2,-4,-8,-1,4,8
O=C(c1cccc(Br)c1)N1CCCC1,-8,0,-1,-5,-8,5,5,8
FC(F)(F)c1cccnc1N1CCN(c2ncnc3nc[nH]c23)CC1,3,-2,-42,14,6,-4,33,-26
COc1ccccc1CNC(=O)c1cc2sccc2n1C,7,16,6,-2,4,-19,-5,-6
CC(NS(=O)(=O)c1ccccc1)C1CC2CCC1C2 (stereo not given),1,1,5,12,-5,-21,-2,-23
Cc1cccc(-c2nc3cc([N+](=O)[O-])ccc3o2)c1,26,0,1,-51,-33,-85,-6,-90
CCOC(=O)C1CCN(C(=O)C2CCN(c3ncnc4c3nc3n4CCCCC3)CC2)CC1,-7,7,-4,-41,-5,5,5,9
CCN(CC)CCCNc1nnc(C)c(=O)[nH]1,4,-3,0,0,-11,11,-4,12
COc1ccc(-n2nc(C(=O)NCC(=O)N3CCCCCC3)c3ccccc3c2=O)cc1,-2,14,7,-31,3,1,1,-13
COc1cc(NC(=O)CSc2ncnc3sc4c(c23)CCC(C)C4)c(C(=O)O)cc1OC (stereo not given),13,-7,-2,-12,12,4,0,11
Cc1ccc(Cn2ccc(NC(=O)c3nn(C)cc3[N+](=O)[O-])n2)cc1,3,6,-3,-21,1,16,-1,-2
COc1cccc2sc(NNC(=O)COc3ccccc3)nc12,-4,-1,1,0,1,5,-3,-5
Cc1cccc(NC(=O)CC2C(=O)NCCN2C(=O)Nc2ccc(Cl)cc2)c1 (stereo not given),-7,-55,-1,6,9,-13,8,0
N/C(Cc1ccc(Cl)cc1Cl)=N\OC(=O)Cc1ccccc1,-1,6,-7,-7,-1,12,5,12
CC1(C)C(c2ccccn2)=[N+]([O-])C(C)(C)N1O,0,-13,0,3,-9,16,-1,13
Cc1ccc2cccnc2c1NC(=S)NC(=O)c1ccccc1,0,15,11,12,25,5,-8,17
Cc1cccnc1NC(=O)COc1ccc2c(c1)CCC2,-8,2,-7,-11,0,-69,4,5
CCc1cccc(NC(=O)Cn2cc3c(n2)CCCC3)c1,-12,0,-8,-4,-2,-3,5,-21
O=C(NC1CC1)C1=C[C@@H](c2ccc3c(c2)OCO3)C[C@@H](OCCCCO)O1,-1,0,-11,-4,2,-8,-2,-5
Cc1nc(-c2ccc(S(=O)(=O)N3CCN(Cc4ccccc4)CC3)s2)cs1,-4,11,-5,2,3,13,0,-8
COc1ccccc1NC(=O)COC(=O)/C=C/c1cccs1,-34,8,-3,32,12,-21,4,-6
Cc1ccccc1OCC(O)CN1CCN(CC(O)COc2ccccc2C)C(C)C1 (stereo not given),2,8,15,2,2,14,9,8
COc1ccc(-c2nnc3sc(C(C)N4C(=O)c5ccccc5C4=O)nn23)cc1 (stereo not given),5,7,7,0,9,4,14,-9
COC(=O)[C@@H](N)Cc1ccc(O)cc1,-10,/,/,/,-2,5,-21,-2
COc1cccc(COC(=O)C2CCN(C(=O)c3ccc(F)cc3)CC2)c1OC,-5,10,6,-2,-3,5,-4,-12
CCOC(=O)Cc1csc(NC(=O)CCN2C(=O)c3ccccc3C2=O)n1,-10,-12,-7,-10,0,-2,-3,-3
CN(CC(=O)NCCc1ccccc1)S(=O)(=O)c1ccccc1,2,10,-3,47,0,-10,-9,0
CN(Cc1ccc(Cl)cc1)C(=O)COC(=O)c1ccc(-c2ccc(O)cc2)cc1,-2,0,4,-6,-8,18,0,5
COC(=O)c1ccccc1NC(=O)Cn1cnc2c1c(=O)n(C)c(=O)n2C,-2,9,-9,-1,-21,13,20,-12
CN1C(=O)c2cccc(NC(=O)Cc3ccccc3)c2C1=O,0,22,-4,0,10,4,11,-3

Some of these compounds in order of the 697 NFkB inh value, high to low.
SMILES,SENP8 block,CCR6 antag,EBI2 block,Jurkat NFkB inh,UBC13 inh,697 NFkB inh
CCCCc1ccc(NC(=S)N2CCN(C(=O)OCC)CC2)cc1,8,13,-4,-16,10,12
CCCNC(=O)c1ccc(S(N)(=O)=O)cc1,-3,-5,-8,2,3,-7
CC(=O)Nc1cccc(NC(=O)CSc2ncc(-c3ccc(Cl)cc3)n2Cc2ccco2)c1,-1,-5,-2,-5,12,-8
